Source: PubChem BioAssay
LDHA inh – qHTS assay for inhibitors of human lactate dehydrogenase; AID 1347041, 2019; actives 0.15% (n = 480,000); activity change, % (values are at about 110 or 230 µM); purified LDHA, NADH/diaphorase-resazurin fluorescence; hits give low values; in the data active = activity change below about -30%; inconclusive = mostly about -25% to -30%;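 also: plate controls were DMSO wells for no effect and wells without enzyme for full effect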
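LDH5 2 nM; NADH 0.06 mM, pyruvate 0.2 mM; 200 mM Tris pH 7.4, EDTA, Tween-20; 5 min RT. Detection: diaphorase 0.133 mg/mL + resazurin 37 µM, fluorescence ex540/em590 at 0 and 20 min; normalized to enzyme-free and DMSO wells.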
* hit, by the source's call; u = inconclusive. These rows are one share of the data; the hit share may differ from the screen's.

SMILES	LDHA inh
COCCSc1ccc2c(c1)OCCCO2	2
CCOc1ccc(Oc2ccc(NC(=O)Cn3ncc4ccccc4c3=O)cc2)cc1	2
CCCCCC(=O)Nc1ccc(-c2csc(NC)n2)cc1	8
Cc1ccc2oc(C(=O)N3CCCC3)cc(=O)c2c1	-1
COC(=O)CNC(=O)Cn1cc(C(C)=O)c2ccccc21	-6
COc1ccc(/C=C(/CC(=O)O)c2nc3ccccc3s2)cc1	2
COc1ccc(Nc2nc3ccccc3nc2NS(=O)(=O)c2ccc(Cl)cc2)c(OC)c1	1
Cc1cc(=O)oc2cc(OCC(=O)NCc3cccs3)c(Cl)cc12	-2
COc1ccc(Cl)cc1NC(=O)C(=O)c1cn(CC(=O)N2CCOCC2)c2ccccc12	-6
CCNc1c(NC(=O)Nc2ccc(CC)cc2)c(=O)oc2ccccc12	1
COc1ccccc1-c1nnc(SCc2csc(Nc3ccc(C)cc3)n2)o1	10
COc1ccc(OCCN(C)C(=O)c2nn(C)c(=O)c3ccccc23)cc1	-13

Exported as comma-separated lines: part of the list above
mol,LDHA inh
COc1ccc(/C=C(/CC(=O)O)c2nc3ccccc3s2)cc1,2
COc1ccc(Nc2nc3ccccc3nc2NS(=O)(=O)c2ccc(Cl)cc2)c(OC)c1,1
Cc1cc(=O)oc2cc(OCC(=O)NCc3cccs3)c(Cl)cc12,-2
COc1ccc(Cl)cc1NC(=O)C(=O)c1cn(CC(=O)N2CCOCC2)c2ccccc12,-6
CCNc1c(NC(=O)Nc2ccc(CC)cc2)c(=O)oc2ccccc12,1
COc1ccccc1-c1nnc(SCc2csc(Nc3ccc(C)cc3)n2)o1,10

As entered above.
Reading of `COc1ccc(Cl)cc1NC(=O)C(=O)c1cn(CC(=O)N2CCOCC2)c2ccccc12` in LDHA inh: -6
Reading of `COc1ccc(/C=C(/CC(=O)O)c2nc3ccccc3s2)cc1` in LDHA inh: 2
Reading of `COCCSc1ccc2c(c1)OCCCO2` in LDHA inh: 2

Further results:
SMILES	LDHA inh
COC(=O)C1(NC(=O)COc2ccc(Cl)cc2Cl)CCCCC1	-6
Cc1c(C#N)c(NC(=O)CSc2nnnn2C2CCCC2)n(CC2CCCO2)c1C (configuration not stated)	9
CCc1cccc(CC)c1NC(=O)COC(=O)c1cc(=O)c2ccccc2o1	0
Cc1c(C(=O)O)sc2ccsc12	2
S=C1NC2=C(CCc3ccccc32)C(c2ccccc2)N1 (configuration not stated)	27
CCOc1ccc(C(=O)OCC(=O)NCC(F)(F)F)cc1	-8
Cc1noc(C)c1S(=O)(=O)Nc1ccccc1SCc1cc(=O)n2ccccc2n1	11
CCn1c(C)cc(C(=O)CSc2nc3cc(S(N)(=O)=O)ccc3n2C)c1C	12
O=C(Nc1ccccc1Br)c1nc2ccccc2nc1N1CCOCC1	-8
O=C(NCC1CCCCC1)c1ccncc1	u
Cc1cccc(OCc2nc(C#N)c(NCCc3ccccc3)o2)c1	7
O=C(Nc1nn2c(-c3ccccc3)nnc2s1)c1ccccc1F	12

Continued; it opens with the 2 that closed the last part.
SMILES	LDHA inh
Cc1cccc(OCc2nc(C#N)c(NCCc3ccccc3)o2)c1	7
O=C(Nc1nn2c(-c3ccccc3)nnc2s1)c1ccccc1F	12
COCCn1c(SCC(=O)c2ccc(F)cc2)nnc1-c1ccc(Cl)cc1	-5
S=C(NCc1ccc(Cl)cc1)NC1CC2CCC1C2 (configuration not stated)	2
Nc1nnc(N)c2c1no[n+]2[O-]	22
CC(C)CC(NC(=O)COc1ccc(Oc2ccccc2)cc1)C(=O)O (configuration not stated)	0
COc1cccc(-c2nc(CN(C)CC(=O)Nc3ccc(Br)cc3C)cs2)c1	1
COc1ccc(NC(=O)Cc2c(Cl)cccc2Cl)cc1OC	-4
CCOc1ccc(CCNC(=O)CSc2nnnn2-c2c(C)cc(C)cc2C)cc1OCC	4
Cc1ccnc(NC(=S)N2CCN(c3ccc(F)cc3)CC2)c1	-1
CCCCn1nc(C(=O)Nc2nc(-c3cccs3)cs2)c2ccccc2c1=O	-3
Cn1c(CC(=O)Nc2ccccc2F)nnc1SCC(=O)Nc1ccc2ccccc2c1	-1
CCc1cc(=O)oc2cc(OC(C)C(=O)NCc3cccnc3)ccc12 (configuration not stated)	-3
COc1cccc(NC(=O)CN(C)Cc2cc(=O)oc3c(C)c(O)ccc23)c1	1
Cn1cc(C(C(=O)O)N2CCN(c3ncccn3)CC2)c2cc(C(=O)O)ccc21 (configuration not stated)	4
CC(=O)c1ccc(N2CCN(C(C(=O)O)c3c[nH]c4cc(NC(=O)C(C)C)ccc34)CC2)cc1 (configuration not stated)	5
CC(=O)N1CCN(C(=O)Cn2ccc3ccccc32)CC1	-1
CCc1ccc(-n2nc(C)c3c(C(F)(F)F)cc(OCC(=O)NC(C)C)nc32)cc1	1
CNC(=O)COC(=O)c1cc(-c2ccc(C)o2)nc2ccccc12	-3
COC(=O)c1cc(NC(=O)CCC2CCCCC2)cc(C(=O)OC)c1	-6
CC(C)CNC(=O)c1ccc(C2Nc3cc(C(F)(F)F)ccc3S(=O)(=O)N2)cc1 (configuration not stated)	-1
N#CC(C#N)=Cc1ccc(-c2cccc(C(=O)O)c2)o1	2
O=C(c1ccc(Cl)cc1)C(CN1CCCCCC1)c1ccccc1 (configuration not stated)	-2
CNC(=O)c1nn(CN2CCN(Cc3cccc(C)c3)CC2)c(=O)c2ccccc12	-4
O=C(Nc1ccc(S(=O)(=O)N2CCC(Cc3ccccc3)CC2)cc1)C1=COCCO1	3
CN1CCN(CCCN2C(=O)c3ccccc3C2C(=O)NC2CCCCC2)CC1 (configuration not stated)	9
O=C(NCCc1cccs1)c1cc(-c2ccccc2)n[nH]1	0
CCN(CC)c1ccc(C2C(C(=O)Nc3ccc(F)cc3F)=C(C)NC3=C2C(=O)CC(C)(C)C3)cc1 (configuration not stated)	12
CCC(C)NC(=O)CSc1ncnc2ccccc12 (configuration not stated)	-25
CCCn1nc(C(=O)NC(c2ccc3c(c2)OCCO3)C(C)C)c2ccccc2c1=O (configuration not stated)	-5
CCCOc1ccc(C(=O)Nc2ccc3oc(-c4ccccc4)nc3c2)cc1	-2
CCc1ccc(C(C)NC(=O)CC23CC4CC(CC(C4)C2)C3)cc1 (configuration not stated)	-3
COc1cc(CN(C(=S)NCC(=O)NCc2ccc(Cl)cc2)C2CCCC2)cc(OC)c1OC	14
O=C(CN(Cc1ccc(F)cc1)S(=O)(=O)c1ccc(Cl)cc1)NCCO	-12
Cc1oc2ccc(OCc3c(Cl)cccc3Cl)cc2c1C(=O)O	0
S=C(NCCc1ccccc1)Nc1ccccc1I	-2
CC(C)NC(=O)C(C)Sc1nc(C(F)(F)F)nc2ccccc12 (configuration not stated)	-1
O=C(CSC1=Nc2ccccc2C2=NC(c3ccccc3)C(=O)N12)Nc1cc(F)ccc1F (configuration not stated)	9

Taken from the listing, 7 compounds:
SMILES	LDHA inh
CCc1ccc(C(C)NC(=O)CC23CC4CC(CC(C4)C2)C3)cc1 (configuration not stated)	-3
COc1cc(CN(C(=S)NCC(=O)NCc2ccc(Cl)cc2)C2CCCC2)cc(OC)c1OC	14
O=C(CN(Cc1ccc(F)cc1)S(=O)(=O)c1ccc(Cl)cc1)NCCO	-12
Cc1oc2ccc(OCc3c(Cl)cccc3Cl)cc2c1C(=O)O	0
S=C(NCCc1ccccc1)Nc1ccccc1I	-2
CC(C)NC(=O)C(C)Sc1nc(C(F)(F)F)nc2ccccc12 (configuration not stated)	-1
O=C(CSC1=Nc2ccccc2C2=NC(c3ccccc3)C(=O)N12)Nc1cc(F)ccc1F (configuration not stated)	9

The list continues:
SMILES	LDHA inh
O=C(Cn1nc(N2CCN(c3ccccc3)CC2)ccc1=O)Nc1ccccc1	-18
Cc1nc(SCC(=O)Nc2ccc(S(=O)(=O)N3CCOCC3)cc2)n(C2CCCCC2)c1C	3
CC(NCc1cccnc1)C12CC3CC(CC(C3)C1)C2 (configuration not stated)	0
CN(c1ccccc1)S(=O)(=O)c1cccc(C(=O)N2CCN(c3ncccn3)CC2)c1	-3
CCCCN1C=C(OC(=O)c2ccccc2OC)c2ccccc2S1(=O)=O	13
Cc1cc(=O)oc2cc(OCc3nc(-c4ccccc4)no3)ccc12	-3
O=C(Nc1ccc(F)cc1)C1Sc2nnc(-c3ccccc3)n2NC12CCCCC2 (configuration not stated)	22
N#Cc1c(C(=O)c2cccs2)no[n+]1[O-]	12
COc1ccc(C(=O)Nc2cccc(-c3nc4ccccc4o3)c2)cc1	7
CC/C(C)=N\NC(=O)CCCCC(=O)N/N=C(\C)CC	-10
COc1ccc2c(c1)CC/C(=C\c1ccc(SC)cc1)C2=O	14
CC(C)(CNC(=O)C1CCN(C(=O)c2ccc(F)cc2)CC1)N1CCCCC1	-9
Cc1[nH]c2ccccc2c1C(=O)C(C)OC(=O)c1cccc(F)c1 (configuration not stated)	13
CCN(CC)S(=O)(=O)c1cccc(NC(=O)COC(=O)c2nn(C)c(=O)c3ccccc23)c1	1
CCn1c(SCC(=O)Nc2ccccc2C(=O)NC2CC2)nnc1-c1ccoc1C	-5
NC(=O)c1cc(Cl)ccc1OCc1cccc(C(F)(F)F)c1	2
CCCCc1ccc(C(=O)NCc2cccnc2)cc1	-5
COC(=O)c1ccc(COC(=O)[C@H](C)NC(=O)c2ccccc2)cc1	-6
O=S(=O)(c1cccc(F)c1)N1CCN(Cc2cccc3cccnc23)CC1	4
C/C(=C\C(=O)NCc1ccccn1)CCc1ccccc1	9
O=C(COc1ccccc1F)Nc1c(C(=O)c2ccc3c(c2)OCCO3)oc2ccccc12	3
c1coc(CNc2nc(-c3cccs3)nc3ccccc23)c1	5
COc1ccc(CCNC(=O)[C@H](CCS(C)(=O)=O)N2Cc3ccccc3C2=O)cc1OC	0
Cc1ccc(C(=O)c2ccccc2C(=O)OCCCc2ccccc2)cc1C	0
O=C(O)CCC(=O)c1cccs1	-14
O=C(CCC(=O)c1ccc2c(c1)CCC2)NC1CCCCC1	4
CCCn1nc(C(=O)OCC(=O)Nc2ccc3c(c2)OCO3)c2ccccc2c1=O	11
NS(=O)(=O)c1ccc(N/N=C/c2ccc(-c3ccccc3)cc2)c([N+](=O)[O-])c1	10
O=S(=O)(c1ccc(F)c(F)c1)N1CCN(Cc2ncc(-c3ccccc3)o2)CC1	12
Cc1csc(CNC(=O)c2nccnc2N)n1	4
CCCNC(=O)Cc1c[nH]c2ccccc12	-7
CCCCCCCOc1ccc(C(=O)Oc2cncc(Cl)c2)cc1	-4
O=C(CSc1nnnn1-c1ccccc1C(F)(F)F)Nc1ccc2nccnc2c1	26
Cc1sc(NC(=O)CN2CCCCC2)nc1-c1ccccc1	10
NS(=O)(=O)c1ccc(N/N=C/c2cccc(C(F)(F)F)c2)c([N+](=O)[O-])c1	8
COC(=O)CNC(=O)Cc1nn(C)c(=O)c2ccccc12	2
CC/C=C(/C)C(=O)NCCc1cccs1	4
O=C(CN1CCCC1)N1CCN(S(=O)(=O)c2cccc(F)c2)CC1	-10
Cc1ccc(NC(=O)c2ncoc2-c2cccc(C)c2)cc1	1
O=C(CN1CCN(CC(=O)Nc2ccc(F)cc2)CC1)NCCc1c[nH]c2ccccc12	1
CCOc1nc2ccccc2nc1N1CCC(C(=O)Nc2ccc(OC)cc2OC)CC1	-2
COc1ccc(NC(=O)CCc2c(C)c3ccc(C)cc3oc2=O)cc1O	6
Cc1cc(C)c2c(=O)n(CC(=O)Nc3ccccc3Cl)c(=O)n(C)c2n1	-4
O=C(NCc1ccncc1)c1nc(-c2ccc3cc[nH]c3c2)no1	-8
COc1ccc(C(=O)Nc2cccc(-c3nc4cc(C)ccc4o3)c2)cc1OC	-1
O=C(NC1(C(F)(F)F)C(=O)Nc2c1c(=O)[nH]c(=O)n2Cc1ccco1)c1ccccc1F (configuration not stated)	-9
Cc1c(C(=O)N2CCCCC2)sc2nc(-c3ccc(F)cc3)cn12	-8
CCOc1ccc(NC(=O)NCc2nc(-c3ccc(C)cc3)oc2C)cc1	-1
Cc1cc(C(=O)CSc2nnc(COc3ccccc3Cl)n2C)c(C)n1Cc1cccs1	5
Cc1ccc(C)c(S(=O)(=O)N2CCN(C(=O)Cc3c(C)nn(C)c3C)CC2)c1	10
Nc1nccnc1C(=O)NCc1ncc(-c2ccccc2)o1	4
Brc1ccc(-c2noc(-c3ccncc3)n2)cc1	0
COc1ccccc1CNC(=O)Cn1ccc2cccc(OC)c21	4
CCn1nc(C)c(CNC(=O)Nc2ccc(F)c(Cl)c2)c1C	-5
Cc1nc2ccc(C(=O)OCC(=O)NC3CCCC3)cc2nc1C	-7
COc1ccc(-c2cnc(C)o2)cc1S(=O)(=O)Nc1ccc(C)cc1	-4
COc1ccc(-c2c(C)c3ccc(OCCN4CCN(C)CC4)cc3oc2=O)cc1OC	0
O=C(NCCCOC1CCCCC1)C1CCCO1 (configuration not stated)	-1
O=C(N/N=C/c1ccsc1)c1ccc(Cl)cc1	19
Clc1ccc(-c2nnc(COc3nncc4ccccc34)o2)cc1	0
(continued)
SMILES	LDHA inh
Cc1ccccc1Nc1nc(N)nc(CSCc2ccc(C#N)cc2)n1	5
CCn1c(CC2C(=O)N(Cc3ccccc3)c3ccc(C)cc32)nc2ccccc2c1=O (configuration not stated)	-1
N#C/C(=C\c1ccc(-c2cc(Cl)ccc2Cl)o1)c1nc2ccccc2[nH]1	-4
Cc1ccc(COC(=O)Cn2cnc3c2c(=O)n(C)c(=O)n3C)cc1	7
CCCn1nc(C(=O)N(C)Cc2ccc(OCC)cc2)c2ccccc2c1=O	-4
CCOc1ccc(CCNC(=O)CS(=O)(=O)Cc2nc(-c3ccccc3C)oc2C)cc1	0
CN1CCN(S(=O)(=O)c2ccc(Sc3ccc4ccccc4c3)nc2)CC1	4
CCC/C(=N\NC(=O)C(C)C)c1ccccc1	-12
CC(C)NC(=O)CNC(=O)C(=O)Nc1ccc2cc[nH]c2c1	9
CCOC(=O)N1CCN(Cc2nc3cc(NC(=O)c4ccccc4Cl)ccc3n2CC)CC1	4
COc1cccc(C(=O)Oc2ccc(C3(c4ccc(OC(=O)c5cccc(OC)c5)cc4)OC(=O)c4ccccc43)cc2)c1	11
Nc1nc(Nc2cc(Cl)cc(Cl)c2)nc(-c2cc3ccccc3o2)n1	-1
